Screening data from PubChem BioAssay.
TcdB GH inh: inhibitors of Clostridioides difficile toxin B glycohydrolase; TcdB glycohydrolase enzymatic assay, plate reader; P18177; AID 652162; hit rate 0.24% among 350,000; inhibition, % at 9.99 µM; in the data active = inhibition above about 10%
Target sequence (P18177 whole entry, looked up): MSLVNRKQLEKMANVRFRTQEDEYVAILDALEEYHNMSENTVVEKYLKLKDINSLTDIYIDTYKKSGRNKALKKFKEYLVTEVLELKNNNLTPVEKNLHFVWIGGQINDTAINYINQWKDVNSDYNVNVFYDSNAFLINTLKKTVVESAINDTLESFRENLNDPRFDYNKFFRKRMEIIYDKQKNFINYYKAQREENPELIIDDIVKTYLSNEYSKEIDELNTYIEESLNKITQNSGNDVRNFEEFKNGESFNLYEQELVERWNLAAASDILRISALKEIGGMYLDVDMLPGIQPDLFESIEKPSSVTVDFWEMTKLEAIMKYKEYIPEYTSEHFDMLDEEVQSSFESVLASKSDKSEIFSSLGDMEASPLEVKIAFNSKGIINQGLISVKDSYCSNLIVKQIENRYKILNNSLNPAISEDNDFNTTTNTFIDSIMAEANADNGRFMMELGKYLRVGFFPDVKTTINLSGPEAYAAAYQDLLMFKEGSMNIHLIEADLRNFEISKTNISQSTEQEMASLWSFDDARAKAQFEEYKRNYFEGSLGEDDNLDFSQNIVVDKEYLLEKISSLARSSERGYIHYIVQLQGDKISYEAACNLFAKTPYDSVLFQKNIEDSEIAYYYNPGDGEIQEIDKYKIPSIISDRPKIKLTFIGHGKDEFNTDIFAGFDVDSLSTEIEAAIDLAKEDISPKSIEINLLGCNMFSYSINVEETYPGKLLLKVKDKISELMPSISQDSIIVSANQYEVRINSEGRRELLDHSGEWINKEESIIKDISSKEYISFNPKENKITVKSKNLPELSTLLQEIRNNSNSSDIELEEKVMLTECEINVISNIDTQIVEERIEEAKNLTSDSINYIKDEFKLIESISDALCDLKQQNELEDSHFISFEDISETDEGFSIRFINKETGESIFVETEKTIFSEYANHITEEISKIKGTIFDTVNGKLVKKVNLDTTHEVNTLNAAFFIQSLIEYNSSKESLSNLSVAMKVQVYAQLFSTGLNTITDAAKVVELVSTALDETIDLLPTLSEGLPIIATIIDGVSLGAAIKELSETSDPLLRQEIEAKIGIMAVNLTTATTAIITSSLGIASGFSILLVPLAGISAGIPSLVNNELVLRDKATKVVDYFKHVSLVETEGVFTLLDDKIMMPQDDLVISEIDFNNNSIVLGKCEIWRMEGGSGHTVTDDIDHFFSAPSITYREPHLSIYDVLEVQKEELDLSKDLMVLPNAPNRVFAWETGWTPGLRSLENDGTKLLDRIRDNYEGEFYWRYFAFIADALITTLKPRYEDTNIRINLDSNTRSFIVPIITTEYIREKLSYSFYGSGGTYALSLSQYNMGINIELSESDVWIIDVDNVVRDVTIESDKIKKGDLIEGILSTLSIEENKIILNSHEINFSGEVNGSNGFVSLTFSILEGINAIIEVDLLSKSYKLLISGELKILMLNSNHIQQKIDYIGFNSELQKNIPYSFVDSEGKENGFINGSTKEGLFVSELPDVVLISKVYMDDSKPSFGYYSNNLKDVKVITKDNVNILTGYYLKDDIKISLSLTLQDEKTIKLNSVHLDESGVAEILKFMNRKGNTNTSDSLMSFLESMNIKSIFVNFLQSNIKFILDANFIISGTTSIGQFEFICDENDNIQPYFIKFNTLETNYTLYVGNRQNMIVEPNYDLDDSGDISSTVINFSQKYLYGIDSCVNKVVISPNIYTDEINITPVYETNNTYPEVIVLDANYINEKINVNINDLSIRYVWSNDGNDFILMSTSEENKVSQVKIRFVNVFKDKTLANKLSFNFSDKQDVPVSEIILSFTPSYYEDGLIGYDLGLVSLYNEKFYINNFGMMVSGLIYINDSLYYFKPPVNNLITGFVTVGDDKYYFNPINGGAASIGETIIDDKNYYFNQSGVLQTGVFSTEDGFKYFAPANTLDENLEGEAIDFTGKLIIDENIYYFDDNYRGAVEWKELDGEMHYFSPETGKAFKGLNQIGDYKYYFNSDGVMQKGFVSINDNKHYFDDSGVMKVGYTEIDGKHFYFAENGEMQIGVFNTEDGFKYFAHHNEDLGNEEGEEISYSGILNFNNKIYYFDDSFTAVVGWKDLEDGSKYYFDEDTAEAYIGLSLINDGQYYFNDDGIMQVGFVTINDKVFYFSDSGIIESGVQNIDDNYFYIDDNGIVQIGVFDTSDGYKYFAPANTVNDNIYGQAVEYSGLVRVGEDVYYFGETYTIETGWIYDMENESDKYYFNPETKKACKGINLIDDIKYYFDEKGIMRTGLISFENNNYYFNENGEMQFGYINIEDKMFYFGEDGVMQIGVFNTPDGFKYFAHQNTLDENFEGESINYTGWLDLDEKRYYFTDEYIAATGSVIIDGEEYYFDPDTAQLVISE
The depositor's hits bear a star.

The opening 3 entries, ahead of the listing:
SMILES | TcdB GH inh
C[C@@H]1CCCCO[C@H](CN(C)Cc2ccc(C(F)(F)F)cc2)[C@H](C)CN([C@@H](C)CO)C(=O)c2cc(NS(=O)(=O)c3cccs3)ccc2O1 | 0.5
C[C@@H]1CCCCO[C@@H](CN(C)C(=O)Cc2ccccc2)[C@@H](C)CN([C@@H](C)CO)C(=O)c2cc(NS(C)(=O)=O)ccc2O1 | 1.0
O=C(Nc1ccccc1)N[C@H]1CC[C@@H](CCNC(=O)c2ccccc2F)O[C@@H]1CO | 1.7

This part in full, repeating the preview:
SMILES | TcdB GH inh
C[C@@H]1CCCCO[C@H](CN(C)Cc2ccc(C(F)(F)F)cc2)[C@H](C)CN([C@@H](C)CO)C(=O)c2cc(NS(=O)(=O)c3cccs3)ccc2O1 | 0.5
C[C@@H]1CCCCO[C@@H](CN(C)C(=O)Cc2ccccc2)[C@@H](C)CN([C@@H](C)CO)C(=O)c2cc(NS(C)(=O)=O)ccc2O1 | 1.0
O=C(Nc1ccccc1)N[C@H]1CC[C@@H](CCNC(=O)c2ccccc2F)O[C@@H]1CO | 1.7
CC(=O)N(C)C[C@H]1Oc2cc(C#Cc3cccc(F)c3)ccc2S(=O)(=O)N([C@H](C)CO)C[C@H]1C | 0.9
COc1cccc(NC(=O)N[C@H]2CC[C@H](CC(=O)Nc3ccc(-c4ccccc4)cc3)O[C@H]2CO)c1 | 1.0
COc1ccc(NC(=O)Nc2ccc3c(c2)CC(=O)N([C@@H](C)CO)C[C@@H](C)[C@@H](CN(C)Cc2ccc(C(=O)Nc4ccccc4N)cc2)O3)cc1 | 0.7
C[C@@H]1CN([C@H](C)CO)C(=O)c2cc(NC(=O)c3ccncc3)ccc2O[C@@H]1CN(C)S(=O)(=O)c1cn(C)cn1 | -0.2
Cc1ccc(-c2cnc3c(c2)C(=O)N([C@H](C)CO)C[C@H](C)[C@@H](CN(C)Cc2ccccc2C(=O)O)O3)cc1 | 0.8
C[C@@H]1CN([C@@H](C)CO)C(=O)Cc2cc(NC(=O)C3CCCCC3)ccc2O[C@H]1CN(C)S(C)(=O)=O | -0.9
COc1cccc(S(=O)(=O)N[C@H]2CC[C@@H](CC(=O)NCc3ccc(F)cc3)O[C@H]2CO)c1 | 0.5
C[C@H](CO)N1C[C@H](C)[C@H](CN(C)CC2CC2)Oc2ccc(NS(=O)(=O)c3cccs3)cc2CC1=O | 1.5
CO[C@H]1CN(C)C(=O)c2cc(NC(=O)Nc3ccccc3)ccc2OC[C@@H](C)N(C(=O)CN(C)C)C[C@@H]1C | 0.3
COc1ccc2c3c([nH]c2c1)[C@@H](CO)N(C(=O)Nc1ccc(F)cc1)CC31CN(Cc2cc(-c3ccccc3)on2)C1 | 0.6
O=C(NCC1CCCCC1)[C@H]1[C@H](CO)[C@H]2Cn3c(cccc3=O)[C@@H]1N2CCc1ccccc1 | -0.2
O=C(C[C@H]1C[C@H]2c3cc(NC(=O)Nc4ccc(F)cc4)ccc3O[C@H]2[C@@H](CO)O1)NC1CCCC1 | -0.3
COc1ccc(C#Cc2ccc([C@@H]3[C@H](CO)N4C(=O)CN(C(=O)Nc5ccccc5F)C[C@@H]34)cc2)cc1 | -0.1
Cc1ccc(-c2ccc3c(c2)O[C@H](CN(C)Cc2ccncc2)[C@@H](C)CN([C@H](C)CO)S3(=O)=O)cc1 | -1.2
C[C@H](CO)N1C[C@H](C)[C@H](CN(C)Cc2ccc3c(c2)OCO3)OCCCC[C@H](C)Oc2ccc(NC(=O)Nc3ccc4c(c3)OCO4)cc2C1=O | -0.8
C[C@@H]1CN([C@@H](C)CO)C(=O)c2cc(NS(=O)(=O)c3cn(C)cn3)ccc2O[C@H]1CN(C)Cc1ccncc1 | 0.0
C[C@H](CO)N1C[C@H](C)[C@H](CN(C)S(=O)(=O)c2cn(C)cn2)Oc2ncc(-c3cccc(C(F)(F)F)c3)cc2C1=O | 1.2
CNC[C@H]1Oc2c(NC(=O)Nc3ccccc3)cccc2C(=O)N([C@@H](C)CO)C[C@H]1C | 1.4
CCC(=O)N1C[C@H](C)[C@@H](OC)CN(C)C(=O)c2cc(NC(=O)CC(F)(F)F)ccc2OC[C@H]1C | -0.6
O=C(Nc1ccc2c(c1)[C@H]1C[C@@H](CC(=O)N3CCc4ccccc4C3)O[C@@H](CO)[C@H]1O2)c1cccnc1 | 0.6
C[C@@H]1CN([C@@H](C)CO)C(=O)c2cc(C3=CCCCC3)cnc2O[C@H]1CN(C)C(=O)c1ccc(F)cc1 | 0.6

A draw from above in order of length of the SMILES, ascending:
SMILES | TcdB GH inh
CNC[C@H]1Oc2c(NC(=O)Nc3ccccc3)cccc2C(=O)N([C@@H](C)CO)C[C@H]1C | 1.4
O=C(C[C@H]1C[C@H]2c3cc(NC(=O)Nc4ccc(F)cc4)ccc3O[C@H]2[C@@H](CO)O1)NC1CCCC1 | -0.3
COc1ccc(C#Cc2ccc([C@@H]3[C@H](CO)N4C(=O)CN(C(=O)Nc5ccccc5F)C[C@@H]34)cc2)cc1 | -0.1
O=C(Nc1ccc2c(c1)[C@H]1C[C@@H](CC(=O)N3CCc4ccccc4C3)O[C@@H](CO)[C@H]1O2)c1cccnc1 | 0.6
COc1ccc2c3c([nH]c2c1)[C@@H](CO)N(C(=O)Nc1ccc(F)cc1)CC31CN(Cc2cc(-c3ccccc3)on2)C1 | 0.6
C[C@H](CO)N1C[C@H](C)[C@H](CN(C)Cc2ccc3c(c2)OCO3)OCCCC[C@H](C)Oc2ccc(NC(=O)Nc3ccc4c(c3)OCO4)cc2C1=O | -0.8

Additional results
SMILES | TcdB GH inh
Cc1noc(C)c1NC(=O)Nc1ccc2c(c1)CC(=O)N([C@@H](C)CO)C[C@@H](C)[C@@H](CN(C)C(=O)Nc1ccccc1)O2 | -0.4
C[C@@H]1CN([C@H](C)CO)C(=O)Cc2cc(NS(C)(=O)=O)ccc2O[C@H]1CN(C)Cc1ccc(Cl)c(Cl)c1 | -5.2
COc1cccc(S(=O)(=O)N2CCCCN3[C@@H](CO)[C@@H](c4ccc(C#CC(C)C)cc4)[C@@H]3C2)c1 | 1.7
C[C@H]1CN([C@@H](C)CO)S(=O)(=O)c2ccc(C3=CCCC3)cc2O[C@@H]1CN(C)C(=O)Nc1ccc2c(c1)OCO2 | -6.4
O=C1CN(S(=O)(=O)Cc2ccccc2)C[C@H]2[C@@H](c3ccc(C#Cc4cccnc4)cc3)[C@@H](CO)N12 | -0.4
COc1cccc(CNC(=O)C[C@@H]2CC[C@H](NC(=O)C3CC3)[C@@H](CO)O2)c1 | 0.6
O=C(c1ccncc1)N1CC2(C1)[C@H](c1ccccc1)[C@H](CO)N2Cc1ccccn1 | -0.4
C[C@H]1CCCCO[C@@H](CN(C)S(=O)(=O)c2ccc(Cl)cc2)[C@@H](C)CN([C@@H](C)CO)C(=O)c2cc(NS(C)(=O)=O)ccc2O1 | 1.5
CCC(=O)N1CC2(C1)CN(C(C)=O)[C@H](CO)c1[nH]c3cc(OC)ccc3c12 | 3.7
C[C@H](CO)N1C[C@H](C)[C@H](CN(C)C(=O)Cc2ccncc2)Oc2ncc(C#C[C@@H](C)O)cc2C1=O | 0.8
C[C@@H](NC(=O)C[C@H]1CC[C@@H](NC(=O)Cc2ccccn2)[C@H](CO)O1)c1ccccc1 | 2.5
C[C@@H]1CCCCO[C@@H](CN(C)S(C)(=O)=O)[C@@H](C)CN([C@H](C)CO)C(=O)c2cc(NC(=O)c3ccccc3)ccc2O1 | -1.1
COCC(=O)N(C)C[C@@H]1Oc2cc(-c3ccc(C#N)cc3)ccc2S(=O)(=O)N([C@H](C)CO)C[C@H]1C | 0.5
O=C(C[C@@H]1CC[C@@H](NS(=O)(=O)c2ccc(F)cc2)[C@@H](CO)O1)N1CCN(c2ccccc2)CC1 | 0.3
C/C=C/c1ccc2c(c1)O[C@@H](CN(C)Cc1ccccn1)[C@@H](C)CN([C@H](C)CO)S2(=O)=O | 0.7
COCC(=O)Nc1ccc2c(c1)OC[C@@H](C)N(Cc1ccccc1F)C[C@H](C)[C@@H](OC)CN(C)C2=O | -1.3
C[C@@H]1CN([C@H](C)CO)C(=O)Cc2cc(NC(=O)CCC(F)(F)F)ccc2O[C@H]1CN(C)C(=O)Nc1ccc(F)cc1 | -0.1
C[C@H]1CN([C@@H](C)CO)S(=O)(=O)c2ccc(-c3ccccc3)cc2O[C@H]1CN(C)C(=O)c1ccc2c(c1)OCO2 | -4.0
COc1ccc(NC(=O)N[C@@H]2CC[C@H](CCn3cc(-c4ccccn4)nn3)O[C@H]2CO)cc1 | 0.8
C[C@@H]1CCCCO[C@@H](CN(C)CC2CCCCC2)[C@@H](C)CN([C@@H](C)CO)C(=O)c2cc(NC(=O)c3ccccc3)ccc2O1 | -2.0
C[C@@H]1CN([C@@H](C)CO)C(=O)c2cc(NS(=O)(=O)c3cn(C)cn3)ccc2O[C@H]1CN(C)S(=O)(=O)c1ccc(F)cc1 | -1.6
CCC(=O)N1CC2(C1)CN(S(=O)(=O)c1ccccc1)[C@H](CO)c1[nH]c3cc(OC)ccc3c12 | 0.0
Cc1noc(C)c1NC(=O)N(C)C[C@H]1Oc2ccc(NS(=O)(=O)c3cn(C)cn3)cc2CC(=O)N([C@H](C)CO)C[C@H]1C | -0.5
COc1ccccc1S(=O)(=O)N(C)C[C@@H]1OCc2ccccc2-c2ccccc2C(=O)N([C@@H](C)CO)C[C@H]1C | 0.4
CCS(=O)(=O)N1CC2(CN(Cc3ccccc3F)[C@H](CO)c3[nH]c4cc(OC)ccc4c32)C1 | -1.4
C[C@H]1CN([C@@H](C)CO)C(=O)c2cc(NC(=O)Nc3ccccc3)ccc2O[C@H]1CN(C)S(=O)(=O)c1ccc(Cl)cc1 | 0.4
CCCNC(=O)N(C)C[C@H]1Oc2ncc(C#CC3CC3)cc2C(=O)N([C@H](C)CO)C[C@H]1C | -0.3
C[C@H]1CN([C@@H](C)CO)C(=O)c2cc(NS(C)(=O)=O)ccc2O[C@@H]1CN(C)Cc1ccc(C(F)(F)F)cc1 | -0.1
C[C@H](O)C#Cc1ccc2c(c1)O[C@@H](CN(C)Cc1ccccn1)[C@@H](C)CN([C@H](C)CO)S2(=O)=O | -1.8
CC(C)CC#Cc1ccc2c(c1)O[C@H](CN(C)C(=O)NC1CCCC1)[C@H](C)CN([C@H](C)CO)S2(=O)=O | 1.3
C[C@H]1CN([C@@H](C)CO)C(=O)c2ccccc2-c2ccccc2CO[C@@H]1CN(C)C(=O)[C@@H]1CCCN1C | 0.3
O=C(NCC(F)(F)F)[C@@H]1[C@@H](CO)[C@@H]2Cn3c(cccc3=O)[C@@H]2N1C(=O)C1CCCC1 | -7.0
C[C@H](O)C#Cc1ccc2c(c1)O[C@H](CN(C)Cc1cncnc1)[C@H](C)CN([C@H](C)CO)S2(=O)=O | -1.3
COCC(=O)Nc1ccc2c(c1)OC[C@H](C)N(CC1CC1)C[C@H](C)[C@@H](OC)CN(C)C2=O | -1.7
CCC(=O)Nc1ccc2c(c1)OC[C@@H](C)N(Cc1ccccc1C(=O)O)C[C@@H](C)[C@H](OC)CN(C)C2=O | -1.3
COc1ccc(NC(=O)Nc2ccc3c(c2)CC(=O)N([C@@H](C)CO)C[C@@H](C)[C@@H](CN(C)Cc2ccc(C(=O)O)cc2)O3)cc1 | -0.2
C[C@@H]1CN([C@H](C)CO)C(=O)c2cc(-c3ccc(F)cc3)cnc2O[C@@H]1CN(C)C(=O)Nc1ccccc1F | 1.0
O=C(C[C@H]1CC[C@@H]2[C@H](COC[C@H](O)CN2Cc2cccc(F)c2)O1)NCCc1ccncc1 | 0.6
COC(=O)/C(=C\Nc1ccc(Oc2ccccc2OC(C)C)nc1)NC(=O)c1ccccc1 | -0.7
C[C@H]1CN([C@@H](C)CO)C(=O)c2cc(-c3cncnc3)cnc2O[C@H]1CN(C)C(=O)CN1CCOCC1 | -3.2
CCCNC(=O)N[C@H]1CC[C@@H](CCn2cc(C3CCCCC3)nn2)O[C@@H]1CO | -5.9
Cc1noc(C)c1NC(=O)Nc1ccc2c(c1)C(=O)N([C@@H](C)CO)C[C@H](C)[C@@H](CN(C)C(=O)C1CCCCC1)OCCCC[C@H](C)O2 | 1.2
O=C(Cc1ccccc1)N[C@@H]1C=C[C@H](CC(=O)N2CCOCC2)O[C@H]1CO | -1.0
COc1cccc(NC(=O)N2C[C@@H](O)COC[C@@H]3O[C@H](CC(=O)NC4Cc5ccccc5C4)CC[C@H]32)c1 | -1.7
O=C(C[C@H]1C[C@@H]2c3cc(NC(=O)c4cccnc4)ccc3O[C@@H]2[C@@H](CO)O1)NCc1ccncc1 | -0.5
C[C@@H]1CN([C@@H](C)CO)C(=O)c2cc(NC(=O)Nc3ccc4c(c3)OCO4)ccc2O[C@H]1CN(C)S(=O)(=O)c1ccc(Cl)cc1 | 1.4
CCCN1[C@@H]2c3ccc(-c4cncnc4)c(=O)n3C[C@@H]2[C@@H](CO)[C@@H]1C(=O)OC | 1.4
C[C@@H]1CN([C@@H](C)CO)C(=O)c2ccccc2-c2ccccc2CO[C@H]1CN(C)C(=O)[C@H]1CCCN1C | -0.4
O=C(C[C@H]1C=C[C@@H](NC(=O)C2CC2)[C@@H](CO)O1)NCc1ccncc1 | 0.6
COc1ccc2c3c(n(C)c2c1)[C@@H](CO)N(C(=O)C1CC1)CC31CCN(C(=O)c2ccncc2)CC1 | 0.6
C[C@H](CO)N1C[C@H](C)[C@@H](CN(C)Cc2ccc(C(F)(F)F)cc2)Oc2ccc(N(C)C)cc2CC1=O | -10.5
CC(C)NC(=O)N[C@H]1CC[C@@H](CCn2cc(-c3ccccc3)nn2)O[C@@H]1CO | 0.4
CN(C)C(=O)C[C@@H]1CC[C@H]2[C@H](COc3ccc(NC(=O)C4CCCC4)cc3C(=O)N2C)O1 | 0.2
O=C(C[C@H]1CC[C@@H]2[C@H](COC[C@@H](O)CN2Cc2ccccc2)O1)N[C@H]1CCN(Cc2ccccc2)C1 | -2.7
CC(C)CC#Cc1ccc([C@H]2[C@H]3CN(C(=O)Nc4ccccc4)CCCCN3[C@H]2CO)cc1 | -0.5
CO[C@@H]1CN(C)C(=O)c2ccc(NC(=O)Cc3ccccc3)cc2OC[C@@H](C)N(C(C)=O)C[C@H]1C | 0.0
C[C@H]1CN([C@@H](C)CO)C(=O)c2cc(C#Cc3ccccc3)cnc2O[C@@H]1CN(C)C(=O)c1ccccc1F | -1.8

Only part of the results is shown; the hit share may differ from the screen's.
